Screening data as filed in PubChem.
Keap1-Nrf2 PPI = inhibitors of human Keap1-Nrf2 protein-protein interaction | Keap1 Kelch-Nrf2 peptide fluorescence polarization, 1536-well | inhibition, % at 9.4 µM | actives 0.15% (n = 340,000); in the data active means inhibition above about 12%;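 further: human Keap1 Kelch domain with fluorescein labeled Nrf2 9mer peptide probe; 0% = neutral control wells and 100% = peptide positive control; higher means more block of Keap1 binding to Nrf2 peptide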
Arrestin-AP2 inh = inhibitors of human beta-arrestin and AP2 interaction | FITC-arrestin peptide / GST-AP2 beads, flow cytometry; AP2 beta2 appendage carries R879A mutation | inhibition, % at 10 µM | actives 0.31% (n = 340,000);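 active means inhibition above a set limit, near 3 SD of compounds lacking own fluorescence, cut at about 54% in these data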;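 further: plate controls were DMSO wells for no effect and 5 µM unlabelled arrestin peptide for full effect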
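System: GST-tagged AP2 beta2-adaptin appendage (R879A) on 4 µm glutathione beads / Reagent: FITC-arrestin peptide, 50 nM / Detection: HyperCyt-sampled flow cytometry, FL1 channel, ex 488/em 535 nm / Timing: 12 min plus 1 h, RT / Buffer or medium: PBS plus Tween 20 (0.05%) and BSA (0.1%)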
C-LANA FP = blocks KSHV LANA C-terminal domain binding to DNA | MBP-C-LANA/FAM-LBS DNA binding, fluorescence polarization | inhibition, % at 9 µM | actives 0.078% (n = 340,000) | AID 504423;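 active means highest replicate inhibition at or above 60% at 9 µM, even if other replicates fall short; inactive means all replicates below 60% inhibition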;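 further: 0% = neutral control wells and 100% = 4 µM acridine orange control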
PKA-R2B activ = activators of human PKA-R2B complex. actives 0.079% (n = 340,000). activation, % at 11.4 µM. PKA-R2B holoenzyme dissociation, Cy5-IP20 fluorescence polarization; R2B truncated from residue 108, S112A mutant; 0% DMSO only, 100% 113 µM cGMP. P22694+P31323;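 active means activation above a cutoff set at the mean over all compounds plus 3 SD, cut at about 18% in these data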;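 further: higher means more holoenzyme dissociation and a rise in polarization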
Target sequence (P31323 whole entry, looked up, other chains not shown, the tested form may be a part): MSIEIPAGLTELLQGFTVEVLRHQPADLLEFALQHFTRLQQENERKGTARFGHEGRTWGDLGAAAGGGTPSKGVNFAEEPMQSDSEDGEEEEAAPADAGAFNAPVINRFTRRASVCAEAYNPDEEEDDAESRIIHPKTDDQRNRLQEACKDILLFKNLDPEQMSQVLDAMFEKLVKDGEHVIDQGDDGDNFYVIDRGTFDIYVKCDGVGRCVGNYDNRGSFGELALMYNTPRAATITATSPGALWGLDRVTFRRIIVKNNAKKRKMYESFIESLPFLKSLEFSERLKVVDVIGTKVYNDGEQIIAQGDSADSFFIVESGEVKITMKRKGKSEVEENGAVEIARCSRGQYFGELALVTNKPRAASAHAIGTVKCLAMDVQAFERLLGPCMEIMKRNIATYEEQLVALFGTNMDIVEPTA
SR-BI HDL uptake = inhibitors of mouse SR-BI mediated HDL lipid uptake; ldlA[mSR-BI] CHO cells, DiI-HDL uptake fluorescence, 3 h; AID 488896; inhibition, % at 12.5 µM; actives 0.96% (n = 320,000);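 active means mean replicate inhibition of at least 70% and a set share of replicates each scoring 70 or more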;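 further: 0% = median of neutral control wells and 100% = median of positive control wells; values of inactives mirror those of a sister screen read the other way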
NSD2 HMT inh = blocks human histone methyltransferase NSD2 | O96028 | NSD2 peptide methylation, AlphaScreen, 120 min | inhibition, % at 12.5 µM | actives 0.54% (n = 310,000) | AID 743445; in the data active means inhibition above about 50%
RTF Ca sens inh = cardiac RTF calcium desensitization; actives 0.12% (n = 340,000); P19429+P45379; inhibition, % at 7.15 µM; IANBD-labeled cardiac RTF, Ca2+ fluorescence;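 active means inhibition above the mean inhibition of all tested compounds plus 3 SD, cut at about 17% in these data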;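 further: assay run at fixed EC70 calcium of 1.6 mM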
DAGLB inhibitor = diacylglycerol lipase beta (human) inhibition | inhibition, % at 5.17 µM | HEK293T DAGLB membrane lysate, EnzChek fluorogenic substrate | Q8NCG7 | actives 0.059% (n = 340,000); in the data active means inhibition above about 34%;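 further: 0% = enzyme with vehicle and 100% = wells lacking enzyme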
Target sequence (Q8NCG7 whole entry, looked up): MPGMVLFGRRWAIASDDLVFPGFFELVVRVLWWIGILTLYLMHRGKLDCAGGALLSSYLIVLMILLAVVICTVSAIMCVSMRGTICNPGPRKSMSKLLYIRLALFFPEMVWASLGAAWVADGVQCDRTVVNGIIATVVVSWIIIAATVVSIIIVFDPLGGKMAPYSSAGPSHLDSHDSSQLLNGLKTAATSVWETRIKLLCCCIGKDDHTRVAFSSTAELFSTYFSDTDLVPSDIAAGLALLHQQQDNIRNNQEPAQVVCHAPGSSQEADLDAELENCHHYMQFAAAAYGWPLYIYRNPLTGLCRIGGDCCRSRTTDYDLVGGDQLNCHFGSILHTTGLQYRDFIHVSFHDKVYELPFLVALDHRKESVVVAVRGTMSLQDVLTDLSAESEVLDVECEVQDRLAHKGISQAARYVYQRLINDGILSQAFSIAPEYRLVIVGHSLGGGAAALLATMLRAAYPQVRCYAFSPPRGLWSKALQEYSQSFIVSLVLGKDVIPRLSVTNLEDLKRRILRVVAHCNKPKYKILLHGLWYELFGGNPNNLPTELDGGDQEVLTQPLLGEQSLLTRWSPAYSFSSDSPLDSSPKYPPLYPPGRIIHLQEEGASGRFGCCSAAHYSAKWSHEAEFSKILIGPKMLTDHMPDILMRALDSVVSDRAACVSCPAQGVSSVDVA
PvdQ inh = blocks Pseudomonas aeruginosa PvdQ acylase activity. purified PvdQ acylase, fluorescence plate reader. actives 0.063% (n = 340,000). AID 488965. inhibition, % at 10 µM; in the data active means inhibition above about 30%, passing the limit was not always enough;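 further: 0% = vehicle neutral wells and 100% = reference inhibitor wells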
SR-BI DiI-HDL act = enhances SR-BI lipid uptake from DiI-HDL; CHO ldlA[mSR-BI] cells, DiI-HDL uptake fluorescence, 3 h; 100 = double the neutral-control signal; AID 504775; activation, % at 12.5 µM; actives 0.096% (n = 320,000);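 active means mean replicate activation of at least 60% and every replicate at or above 60%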;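 further: 0% = median plate neutral-control signal and 100% = twice that signal; values of inactives mirror those of a sister screen read the other way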
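Test system: SR-BI-overexpressing, LDLR-lacking CHO cells; Medium: Ham's F12 with 0.5% BSA, HEPES 25 mM, pH 7.4; Schedule: 3 h, 37 °C; Technique: bottom-read fluorescence, 550/595 nm.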
An asterisk follows results filed as active; · = not tested or not shown. Rows were taken by chance, and some 2.1% of all compounds hit somewhere here.

SMILES | Keap1-Nrf2 PPI | Arrestin-AP2 inh | C-LANA FP | PKA-R2B activ | SR-BI HDL uptake | NSD2 HMT inh | RTF Ca sens inh | DAGLB inhibitor | PvdQ inh | SR-BI DiI-HDL act
CCOc1nc(-c2ccccc2)ccc1-c1noc(-c2ccco2)n1 | -5 | 3 | 0.8 | 9 | 37 | -1 | -1 | -2 | -5 | -37
CN(Cc1nc2ccccc2[nH]1)Cc1nc(CC2CC2)no1 | -1 | 1 | 1.2 | 1 | · | 2 | -9 | -2 | 0 | ·
COc1ccc2[nH]c(C)cc(=O)c2c1 | 1 | -8 | -0.6 | 10 | -2 | 0 | -22 | -1 | -5 | 2
O=C(/C=C/c1ccc(Cl)c([N+](=O)[O-])c1)c1cccnc1 | 0 | -6 | -0.1 | 4 | · | 0 | 1 | 2 | -6 | ·
CCC(C)NC(=O)COC(=O)c1csc2c1CCCC2 (configuration not stated) | 1 | 9 | 1.9 | -9 | 12 | -2 | -1 | -2 | 4 | -12
CCCCn1c(CNC(=O)c2cccs2)nc2ccccc21 | -2 | 16 | 0.6 | 0 | 1 | · | -8 | 0 | -7 | -1
CC(=O)N(c1cccc(Br)c1)C1C=CS(=O)(=O)C1 (configuration not stated) | 0 | 1 | 1.0 | -4 | -12 | 0 | -2 | 1 | -9 | 12
O=C(Cn1nnc(-c2ccc(F)cc2)n1)Nc1ccc2c(c1)OCCO2 | 2 | 34 | -1.1 | 11 | -16 | 1 | -7 | -6 | 3 | 16
COc1cc(NC(=O)c2cnn3c(C)cc(C)nc23)c(OC)cc1Cl | -4 | -10 | 0.7 | -2 | 41 | -2 | -3 | 4 | -12 | -41
Clc1ccc(-n2ncc3c(NCc4ccccn4)ncnc32)cc1 | 2 | 8 | -0.6 | -6 | 5 | -1 | 0 | -1 | -8 | -5
COCC(=O)Nc1ccc2c(c1)OCC(=O)N2Cc1ccccc1F | -11 | -2 | 0.2 | -5 | · | -2 | -7 | -3 | -12 | ·
Cc1ccc(CN2CC(C(=O)Nc3nnc(SCc4c(Cl)cccc4Cl)s3)CC2=O)cc1 (configuration not stated) | 2 | 27 | -0.5 | 4 | -2 | 0 | 15 | 0 | 0 | 2
CN(c1ccc(C(=O)NCCCn2ccnc2)cc1)S(C)(=O)=O | -4 | 10 | 3.9 | 0 | -11 | 0 | 3 | 1 | -1 | 11
Cc1cccc(Cn2c(SCC(=O)Nc3ccccc3)nc3c2c(=O)[nH]c(=O)n3C)c1 | 2 | 0 | 3.1 | -5 | 1 | · | 0 | 10 | -5 | -1
O=C1N=c2ccccc2=C1c1c(O)[nH]c2c(C(F)(F)F)cccc12 | -2 | 5 | -1.1 | 4 | -29 | -2 | 2 | -5 | -1 | 29
CCCCC(=O)NC(=S)Nc1ccccc1C(=O)Nc1ccccc1 | -4 | 2 | -0.3 | -5 | -11 | 3 | 3 | -3 | -8 | 11
CC(OC(=O)COc1ccc(Nc2ccccc2)cc1)C(=O)N(C)c1ccccc1 (configuration not stated) | 4 | 25 | 0.5 | -3 | -17 | 0 | 2 | 1 | 7 | 17
COc1ccccc1S(=O)(=O)Cc1ccc(C(=O)NCCN2CCCC2)o1 | -2 | 3 | 0.3 | -7 | -7 | 0 | -2 | 1 | -14 | 7
COc1cccc(CN(C)C(=O)c2cccc(S(=O)(=O)NCc3ccccc3)c2)c1OC | -3 | 24 | 0.9 | -13 | 5 | 3 | -1 | -2 | 6 | -5
CC(C)CNC(=O)c1cc(-c2ccc(Cl)c(Cl)c2)on1 | 1 | -8 | -0.4 | 7 | -10 | 0 | 3 | -1 | -20 | 10
CC1CN(C(=O)c2cccs2)CCN1C(=O)c1cccs1 (configuration not stated) | 1 | 13 | -0.1 | 10 | -39 | -2 | -4 | 3 | -7 | 39
CCCN1C/C(=C/c2cccc([N+](=O)[O-])c2)C(=O)/C(=C/c2cccc([N+](=O)[O-])c2)C1 | 1 | 5 | 1.1 | -1 | -5 | · | 2 | 7 | -1 | 5
Cc1ccc(S(=O)(=O)N2CCN(C(=O)Cc3sc(C)nc3-c3ccc(F)cc3)CC2)c(C)c1 | -6 | 0 | -1.0 | 10 | 41 | 0 | -12 | -1 | -10 | -41
COc1ccc(OC)c(NC(=O)COC(=O)CC2CCCCC2)c1 | -4 | 12 | -1.3 | 0 | 2 | -3 | 5 | -7 | -5 | -2
O=C(CCN1C(=O)C2C3CCC(C3)C2C1=O)Nc1ccc(Cl)cc1Cl (configuration not stated) | 0 | 11 | 0.5 | -10 | · | -3 | -1 | -7 | 3 | ·
CCC(=O)NC(=S)Nc1ccc(N2CCOCC2)cc1 | -3 | 7 | -0.5 | -5 | 8 | -2 | 5 | -3 | -6 | -8
COc1ccc(C(=O)N2CCOCC2)cc1Br | 2 | -16 | 1.1 | -2 | 0 | 1 | -3 | -2 | -11 | 0
Cc1nc2cc(F)ccc2n1C1CCN(C(=O)c2c(F)cccc2F)CC1 | -5 | 10 | 0.6 | 8 | -5 | -2 | -5 | 1 | -15 | 5
COc1ccc(OCC(O)CNS(=O)(=O)c2ccc(NC(C)=O)cc2)cc1 (configuration not stated) | 2 | 7 | -0.5 | -1 | 3 | 0 | 3 | 2 | -11 | -3
COc1ccc(S(=O)(=O)N2Cc3ccccc3CC2C(=O)O)cc1OC (configuration not stated) | -6 | 3 | 0.3 | -5 | -6 | · | -3 | 0 | -14 | 6
O=C(CSc1nc2ccccc2c(=O)n1Cc1ccco1)NCc1ccccc1 | -4 | 4 | 12 | -1 | -19 | -4 | -10 | 1 | -9 | 19
CC(CNC(=O)CCS(=O)(=O)c1ccc2c(c1)NC(=O)CO2)c1ccccc1 (configuration not stated) | -1 | -13 | 0.8 | -13 | -22 | -1 | 2 | 0 | -4 | 22
COc1c(Cl)ccc(Cl)c1C(=O)NC(=S)N1CCOCC1 | 2 | 15 | 0.4 | 1 | 3 | 4 | -5 | 0 | 0 | -3
CNC(=S)N/N=C/c1ccccc1OCC(=O)O | -9 | 7 | -0.2 | -13 | 9 | · | -4 | 2 | -12 | -9
CCOc1ncccc1C(=O)OCC(=O)NCc1ccc(C(=O)OC)cc1 | 2 | 0 | -0.2 | 7 | -18 | -1 | -1 | 0 | -11 | 18
COc1ccc2c(c1)CC[C@@H]1[C@@H]2CC[C@]2(C)[C@@H](C(=O)O)C[C@@H]12 | 0 | -2 | 0.9 | 13 | 4 | · | -13 | -2 | -19 | -4
CC(C)CCn1c(Oc2ccc(Cl)cc2)nc2c1c(=O)n(C)c(=O)n2C | -5 | -7 | -0.6 | -8 | -12 | -3 | -12 | -6 | 4 | 12
CCOc1nc2ccccc2cc1C=O | -1 | 14 | 0.2 | 0 | · | -4 | -7 | 1 | -9 | ·
Cc1ccc(OCc2cnc(Cl)s2)c(C)c1 | -7 | -15 | -0.5 | 0 | 18 | 52* | -2 | -7 | -13 | -18
Cc1ccc(C)c(OCCSc2nnc(C)c(=O)[nH]2)c1 | -4 | 1 | -0.8 | -2 | -2 | -1 | -2 | 1 | -17 | 2
Cc1cc(=O)oc(C)c1C(=O)Nc1ccc2ncccc2c1 | 0 | 8 | 9.5 | -6 | 20 | -3 | -32 | -6 | -12 | -20
O=C(Nc1ccc(Cl)cc1)/C(=C1\CCCN1)[N+](=O)[O-] | 5 | 24 | 0.1 | 0 | 1 | -3 | 6 | -2 | 4 | -1
CC1(c2ccc(Cl)cc2Cl)NC(=O)N(CC(=O)NC2CCCCC2)C1=O (configuration not stated) | -5 | -6 | -0.8 | -8 | 8 | -1 | -1 | 1 | -11 | -8
COc1ccc(C2CC(=O)C=C(NCc3ccccc3)C2)cc1 (configuration not stated) | -1 | -22 | -0.1 | 6 | 5 | 1 | -2 | 1 | -9 | -5
CSCCCN1CCC(n2nccc2NC(=O)CCCc2ccccc2)CC1 | -5 | -27 | -1.3 | 7 | -3 | 16 | -3 | 1 | -12 | 3
O=C(O)C1CCCN1S(=O)(=O)c1cccc(S(=O)(=O)N2CCCC2C(=O)O)c1 (configuration not stated) | -5 | -6 | 0.9 | -2 | 3 | · | -4 | 3 | -3 | -3
Cc1nc2c(-c3ccccc3)c[nH]n2c(=O)c1Cc1ccccc1 | -4 | 13 | -1.7 | 9 | 18 | -2 | -8 | 3 | -5 | -18
Cc1ccc(-c2cc(N)on2)cc1 | -3 | -13 | 1.0 | -2 | -29 | 5 | -8 | -2 | -20 | 29
COn1c(SCc2ccc(C)cc2C)nc2ccccc2c1=O | -1 | -2 | 0.2 | -14 | 29 | 0 | -3 | -9 | -16 | -29
C1=C(CCNCC2CC2)CCCC1 | -4 | 1 | 0.4 | 0 | -10 | 45 | 0 | -5 | -15 | 10
CN(C)S(=O)(=O)c1cccc(NC(=O)CN2C(=O)NC3(CCc4ccccc4C3)C2=O)c1 (configuration not stated) | -2 | -5 | 0.1 | -13 | 6 | -3 | -11 | 0 | -15 | -6
CCn1ccc(C(=O)Oc2ccc(C(C)C)cc2)n1 | -2 | 30 | -0.5 | -10 | -16 | 1 | 0 | 0 | 5 | 16
CCSc1nnc(-c2cccnc2)n1-c1ccc(C)c(Cl)c1 | 0 | 25 | -0.1 | -5 | -5 | -2 | -1 | -5 | 1 | 5
COCCCn1cnnc1SCc1nc2sc(C(C)=O)c(C)c2c(=O)[nH]1 | -1 | -2 | -35 | 0 | · | 1 | -3 | -3 | -4 | ·
O=C(CCn1nc(-c2ccc(Cl)cc2)ccc1=O)NCCCN1CCCCCC1 | -1 | -2 | -2.3 | -14 | 73* | 2 | -1 | 0 | -12 | -73
O=C(/C=C\c1ccco1)Oc1cccc2cccnc12 | -2 | 1 | 2.5 | 0 | -20 | 2 | 10 | 0 | -5 | 20
CCC(=O)NC(c1ccco1)c1cc(Cl)c2cccnc2c1O (configuration not stated) | 0 | 6 | -0.1 | -5 | 5 | -3 | 4 | 9 | -4 | -5
COc1ccc(N(CC(=O)NCCSc2ccc(C)cc2)S(=O)(=O)c2ccccc2)c(OC)c1 | 5 | -9 | -1.6 | -6 | 32 | -4 | -16 | 0 | -8 | -32
Cc1cccc(C)c1OCc1cc(C(=O)N(Cc2c(C)nn(C)c2C)C2CC2)no1 | 2 | 9 | -0.6 | -1 | 34 | 2 | -1 | -1 | -3 | -34

Arranged by formula weight (falling): some entries from above
SMILES | Keap1-Nrf2 PPI | Arrestin-AP2 inh | C-LANA FP | PKA-R2B activ | SR-BI HDL uptake | NSD2 HMT inh | RTF Ca sens inh | DAGLB inhibitor | PvdQ inh | SR-BI DiI-HDL act
COc1ccc(N(CC(=O)NCCSc2ccc(C)cc2)S(=O)(=O)c2ccccc2)c(OC)c1 | 5 | -9 | -1.6 | -6 | 32 | -4 | -16 | 0 | -8 | -32
COCCCn1cnnc1SCc1nc2sc(C(C)=O)c(C)c2c(=O)[nH]1 | -1 | -2 | -35 | 0 | · | 1 | -3 | -3 | -4 | ·
COc1ccc(C2CC(=O)C=C(NCc3ccccc3)C2)cc1 (configuration not stated) | -1 | -22 | -0.1 | 6 | 5 | 1 | -2 | 1 | -9 | -5
